Bioassay records from PubChem.
BoNT F protease: blocks Botulinum neurotoxin F light chain protease | hit rate 0.22% among 360,000 | Multiplex microsphere protease cleavage assay, flow cytometry | inhibition, % at 10 µM; in the data active = inhibition above about 35%, passing the limit was not always enough; inconclusive = no clear call, values can overlap the other calls; also: plate controls were buffer without enzyme for full effect and enzyme alone for no effect
TcdB GH inh: TcdB glycohydrolase inhibition; P18177; TcdB glycohydrolase enzymatic assay, plate reader; inhibition, % at 9.99 µM; hit rate 0.24% among 350,000; in the data active = inhibition above about 10%
Target sequence (P18177 whole entry, looked up): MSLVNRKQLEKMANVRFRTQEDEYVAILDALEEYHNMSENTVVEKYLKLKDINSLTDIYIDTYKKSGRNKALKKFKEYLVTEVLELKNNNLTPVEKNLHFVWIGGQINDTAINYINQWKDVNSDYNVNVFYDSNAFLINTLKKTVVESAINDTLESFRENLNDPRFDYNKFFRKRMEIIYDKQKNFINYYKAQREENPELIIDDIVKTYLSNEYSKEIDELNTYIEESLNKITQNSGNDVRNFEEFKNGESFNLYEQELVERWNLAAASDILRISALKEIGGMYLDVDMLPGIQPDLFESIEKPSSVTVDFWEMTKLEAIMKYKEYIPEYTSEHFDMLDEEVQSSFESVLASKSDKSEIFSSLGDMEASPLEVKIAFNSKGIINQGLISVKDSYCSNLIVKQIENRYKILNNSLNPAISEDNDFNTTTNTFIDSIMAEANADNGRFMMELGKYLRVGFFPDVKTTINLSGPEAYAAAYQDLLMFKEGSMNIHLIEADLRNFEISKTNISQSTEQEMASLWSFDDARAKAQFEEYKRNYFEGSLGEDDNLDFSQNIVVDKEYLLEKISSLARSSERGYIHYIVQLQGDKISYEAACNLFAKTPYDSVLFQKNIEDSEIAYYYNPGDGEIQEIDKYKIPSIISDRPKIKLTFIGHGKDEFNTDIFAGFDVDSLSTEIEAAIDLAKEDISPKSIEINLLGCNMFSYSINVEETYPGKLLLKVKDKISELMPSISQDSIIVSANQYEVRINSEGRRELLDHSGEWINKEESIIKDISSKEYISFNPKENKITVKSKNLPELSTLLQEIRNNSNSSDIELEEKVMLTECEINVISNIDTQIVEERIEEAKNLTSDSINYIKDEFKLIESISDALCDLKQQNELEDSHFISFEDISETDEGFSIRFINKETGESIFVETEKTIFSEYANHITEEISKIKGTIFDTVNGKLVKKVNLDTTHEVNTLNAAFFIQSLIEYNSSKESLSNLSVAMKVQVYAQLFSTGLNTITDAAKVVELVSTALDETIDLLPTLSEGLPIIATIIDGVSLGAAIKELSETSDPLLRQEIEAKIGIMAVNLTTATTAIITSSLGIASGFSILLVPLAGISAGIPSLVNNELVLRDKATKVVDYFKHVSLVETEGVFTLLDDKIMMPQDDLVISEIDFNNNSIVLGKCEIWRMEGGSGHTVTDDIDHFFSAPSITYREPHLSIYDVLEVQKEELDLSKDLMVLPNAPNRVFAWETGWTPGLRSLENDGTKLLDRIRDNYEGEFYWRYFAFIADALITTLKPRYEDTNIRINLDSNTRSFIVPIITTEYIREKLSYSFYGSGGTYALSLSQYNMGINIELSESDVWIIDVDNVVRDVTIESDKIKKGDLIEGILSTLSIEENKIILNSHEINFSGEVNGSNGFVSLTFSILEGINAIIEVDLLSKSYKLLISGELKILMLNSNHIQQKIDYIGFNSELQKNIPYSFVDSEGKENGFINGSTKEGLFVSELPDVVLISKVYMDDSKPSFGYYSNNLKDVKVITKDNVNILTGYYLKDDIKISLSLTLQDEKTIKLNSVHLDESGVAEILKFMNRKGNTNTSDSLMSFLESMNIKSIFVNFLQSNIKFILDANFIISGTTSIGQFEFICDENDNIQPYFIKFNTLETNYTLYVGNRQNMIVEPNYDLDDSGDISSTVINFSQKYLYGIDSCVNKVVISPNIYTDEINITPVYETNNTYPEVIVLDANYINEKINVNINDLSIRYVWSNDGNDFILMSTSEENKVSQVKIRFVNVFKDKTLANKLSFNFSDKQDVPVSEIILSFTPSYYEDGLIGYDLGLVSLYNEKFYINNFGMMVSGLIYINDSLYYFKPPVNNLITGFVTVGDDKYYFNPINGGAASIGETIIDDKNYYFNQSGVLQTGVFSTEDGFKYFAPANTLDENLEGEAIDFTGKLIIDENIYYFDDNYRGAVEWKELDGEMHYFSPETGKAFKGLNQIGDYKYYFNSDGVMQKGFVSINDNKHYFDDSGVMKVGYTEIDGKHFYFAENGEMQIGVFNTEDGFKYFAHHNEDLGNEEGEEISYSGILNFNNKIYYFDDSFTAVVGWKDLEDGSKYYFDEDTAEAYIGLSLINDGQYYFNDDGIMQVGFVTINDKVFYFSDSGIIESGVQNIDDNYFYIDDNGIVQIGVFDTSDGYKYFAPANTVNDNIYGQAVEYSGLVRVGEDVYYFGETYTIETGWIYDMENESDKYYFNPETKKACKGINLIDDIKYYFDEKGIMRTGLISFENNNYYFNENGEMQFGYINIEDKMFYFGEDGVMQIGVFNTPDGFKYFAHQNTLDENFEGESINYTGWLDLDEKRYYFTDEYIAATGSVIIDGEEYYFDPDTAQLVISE
Anthrax LF prot: inhibitors of Bacillus anthracis lethal factor protease; P15917; multiplex microsphere protease cleavage assay, LF; inhibition, % at 10 µM; hit rate 0.12% among 360,000; AID 588501; also: plate controls were buffer without enzyme for full effect and enzyme alone for no effect
PrPC surface inh: reduces human prion protein on the cell surface; cell surface PrPC, TR-FRET read-out; inhibition, % at 13.8 µM; hit rate 0.43% among 370,000; in the data active = inhibition above about 24%; also: 0% = median of the test wells and 100% = reference compound wells
Yp Topo-I inh: blocks Yersinia pestis topoisomerase I activity; Y. pestis Topo-I cleavage product accumulation, plate reader; activity, % at 10 µM; hit rate 0.064% among 360,000; AID 504884; in the data active = activity above about 50%, passing the limit was not always enough; inconclusive = no clear call, values can overlap the other calls; also: inactives centre near 2
PfHsp40 yeast: restores yeast growth despite PfHsp40 toxicity; growth rescue, % at 12.5 µM; AID 504582; S. cerevisiae expressing PfHsp40, growth rescue, ATP luminescence; hit rate 0.68% among 340,000; in the data active = growth rescue above about 28%, passing the limit was not always enough; inconclusive = no clear call, values can overlap the other calls;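 also: yeast W303a lacking pdr1 and pdr3 grown in galactose medium; growth measured after three days at 30 °C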
CCHF vOTU inh: blocks the CCHF virus ovarian tumor domain protease; CCHFV vOTU protease, Pep-AMC fluorescence; inhibition, % at 11.5 µM; hit rate 0.55% among 370,000; in the data active = inhibition above about 30%; also: 0% = vehicle wells with enzyme and 100% = no enzyme wells
BoNT A protease: blocks Botulinum neurotoxin A light chain protease | hit rate 0.17% among 360,000 | multiplex microsphere protease substrate cleavage, flow cytometry | inhibition, % at 10 µM; also: plate controls were buffer without enzyme for full effect and enzyme alone for no effect
FadD28 binding: blocks FadD28 binding to the bisubstrate probe; fluorescence polarization; inhibition, % at 12.5 µM; hit rate 0.22% among 360,000; in the data active = inhibition above about 8.5%, passing the limit was not always enough; inconclusive = no clear call, values can overlap the other calls
* = called active by the depositor. Rule as the data show it, unless noted: active = inhibition above about 30%; inconclusive = no clear call, values can overlap the other calls; inactive = below that.

How did CN1CCc2c(sc3c2C(=O)NC(c2ccco2)N3)C1 (stereo not given) do in these assays?
BoNT F protease: -7; Anthrax LF prot: -2; PrPC surface inh: 2; Yp Topo-I inh: -4; PfHsp40 yeast: 0.8; CCHF vOTU inh: -26; BoNT A protease: 5.8; FadD28 binding: -2.4

How did COCCN(Cc1ccccc1)C(=O)c1cccc(S(=O)(=O)N2CCN(c3ccc(F)cc3)CC2)c1 do in these assays?
BoNT F protease: 2; TcdB GH inh: 2.6; Anthrax LF prot: -5; PrPC surface inh: 4; Yp Topo-I inh: 29; PfHsp40 yeast: -1.1; CCHF vOTU inh: 0; BoNT A protease: 1.4; FadD28 binding: -2.9

Results for Brc1ccccc1/C=N/Nc1nc2ccccc2o1 ?
BoNT F protease: -10; TcdB GH inh: 0.4; Anthrax LF prot: 4; PrPC surface inh: 6; Yp Topo-I inh: 8; PfHsp40 yeast: 0.0; CCHF vOTU inh: 2; BoNT A protease: -2.2; FadD28 binding: -1.0

What do the screens show for `C[C@@H](C(=O)NC1CCCC1)N1C(=O)N2CCc3c([nH]c4ccccc34)[C@@]2(C)C1=O`?
BoNT F protease: -1; TcdB GH inh: -0.4; Anthrax LF prot: 8; PrPC surface inh: -5; Yp Topo-I inh: 6; PfHsp40 yeast: -0.6; CCHF vOTU inh: 2; BoNT A protease: 0.0; FadD28 binding: -1.9

How did CCN(CC)Cc1c(C)[nH]c2ccc(NC(C)=O)cc2c1=O do in these assays?
BoNT F protease: -8; TcdB GH inh: 0.1; Anthrax LF prot: -3; PrPC surface inh: -3; Yp Topo-I inh: 7; CCHF vOTU inh: 4; BoNT A protease: -0.2; FadD28 binding: -0.7

Results for Cc1cc(C(=O)NCC(c2ccco2)N(C)C)ccc1[N+](=O)[O-] (stereo not given) ?
BoNT F protease: -1; TcdB GH inh: 1.2; Anthrax LF prot: -2; PrPC surface inh: -8; Yp Topo-I inh: 0; PfHsp40 yeast: -0.2; CCHF vOTU inh: -17; BoNT A protease: 3.0; FadD28 binding: 0.4

What do the screens show for `O=C(NCCc1ccc(Cl)cc1)c1cccs1`?
BoNT F protease: -5; TcdB GH inh: -9.8; Anthrax LF prot: -5; PrPC surface inh: 4; Yp Topo-I inh: 6; PfHsp40 yeast: -0.5; CCHF vOTU inh: 8; BoNT A protease: 0.6; FadD28 binding: -0.9

How did CSc1ccc(/C=N/N2CCN(C)CC2)cc1 do in these assays?
BoNT F protease: 2; TcdB GH inh: 0.3; Anthrax LF prot: -4; PrPC surface inh: -2; Yp Topo-I inh: 4; PfHsp40 yeast: -1.9; CCHF vOTU inh: -11; BoNT A protease: -0.3; FadD28 binding: 0.7

Results for O=C1COc2ccc(C(=O)COC(=O)Cc3ccc(Cl)cc3)cc2N1 ?
BoNT F protease: 2; TcdB GH inh: 0.8; Anthrax LF prot: 1; PrPC surface inh: -5; Yp Topo-I inh: 2; PfHsp40 yeast: 1.4; CCHF vOTU inh: -13; BoNT A protease: 0.4; FadD28 binding: -4.4

What do the screens show for `NCCCn1c(C(=O)c2ccc(Cl)cc2)c2ccc([N+](=O)[O-])cc2[n+]1[O-]`?
BoNT F protease: -29; TcdB GH inh: 0.5; Anthrax LF prot: 7; PrPC surface inh: -25; Yp Topo-I inh: -12; PfHsp40 yeast: -1.6; CCHF vOTU inh: 11; BoNT A protease: 8.0; FadD28 binding: -2.3

Results for O=[N+]([O-])c1ccccc1OCC(O)CN1CCN(CC(O)COc2ccccc2[N+](=O)[O-])CC1 (stereo not given) ?
BoNT F protease: -17; TcdB GH inh: 0.3; Anthrax LF prot: 11; PrPC surface inh: -16; Yp Topo-I inh: 4; PfHsp40 yeast: -0.8; CCHF vOTU inh: -7; BoNT A protease: 1.3; FadD28 binding: -1.5

How did CCOC(=O)C1CCN(C(=O)Nc2ccc(OC)c(OC)c2)CC1 do in these assays?
BoNT F protease: 10; Anthrax LF prot: -1; PrPC surface inh: -6; Yp Topo-I inh: 4; PfHsp40 yeast: -0.1; CCHF vOTU inh: -8; BoNT A protease: inconclusive; FadD28 binding: 0.5

How did OCC1CSC(=S)N1Cc1ccccc1 (stereo not given) do in these assays?
BoNT F protease: -10; Anthrax LF prot: 0; BoNT A protease: -0.6; FadD28 binding: -4.8

How did CCc1nc2ccc(C(=O)NCCCn3ccnc3)cn2c1N(C)C(=O)c1cccc(OC)c1 do in these assays?
BoNT F protease: 0; TcdB GH inh: 1.5; Anthrax LF prot: -1; PrPC surface inh: -5; Yp Topo-I inh: 2; CCHF vOTU inh: 0; BoNT A protease: -0.3; FadD28 binding: -4.2

Results for COCCCNCC(O)COc1ccccc1F (stereo not given) ?
BoNT F protease: 4; TcdB GH inh: 0.0; Anthrax LF prot: 3; PrPC surface inh: -3; Yp Topo-I inh: -5; PfHsp40 yeast: 1.1; CCHF vOTU inh: -13; BoNT A protease: -0.1; FadD28 binding: -2.0

Copied from above (four entries):
How did CN1CCc2c(sc3c2C(=O)NC(c2ccco2)N3)C1 (stereo not given) do in these assays?
BoNT F protease: -7; Anthrax LF prot: -2; PrPC surface inh: 2; Yp Topo-I inh: -4; PfHsp40 yeast: 0.8; CCHF vOTU inh: -26; BoNT A protease: 5.8; FadD28 binding: -2.4

How did COCCN(Cc1ccccc1)C(=O)c1cccc(S(=O)(=O)N2CCN(c3ccc(F)cc3)CC2)c1 do in these assays?
BoNT F protease: 2; TcdB GH inh: 2.6; Anthrax LF prot: -5; PrPC surface inh: 4; Yp Topo-I inh: 29; PfHsp40 yeast: -1.1; CCHF vOTU inh: 0; BoNT A protease: 1.4; FadD28 binding: -2.9

Results for Brc1ccccc1/C=N/Nc1nc2ccccc2o1 ?
BoNT F protease: -10; TcdB GH inh: 0.4; Anthrax LF prot: 4; PrPC surface inh: 6; Yp Topo-I inh: 8; PfHsp40 yeast: 0.0; CCHF vOTU inh: 2; BoNT A protease: -2.2; FadD28 binding: -1.0

What do the screens show for `C[C@@H](C(=O)NC1CCCC1)N1C(=O)N2CCc3c([nH]c4ccccc34)[C@@]2(C)C1=O`?
BoNT F protease: -1; TcdB GH inh: -0.4; Anthrax LF prot: 8; PrPC surface inh: -5; Yp Topo-I inh: 6; PfHsp40 yeast: -0.6; CCHF vOTU inh: 2; BoNT A protease: 0.0; FadD28 binding: -1.9

More compounds
How did Cc1ccc(/C=N/n2c(=O)c(C(C)(C)C)nn3cnnc23)cc1 do in these assays?
BoNT F protease: 4; Anthrax LF prot: 2; PrPC surface inh: 6; Yp Topo-I inh: -5; PfHsp40 yeast: 0.1; CCHF vOTU inh: 6; BoNT A protease: 0.0; FadD28 binding: -3.0

What do the screens show for `O=C(CSc1nc2ccc(Nc3nc(N4CCOCC4)nc(N4CCOCC4)n3)cc2s1)Nc1ccccc1F`?
BoNT F protease: -3; TcdB GH inh: 1.7; Anthrax LF prot: -2; PrPC surface inh: 0; Yp Topo-I inh: 5; PfHsp40 yeast: -0.8; CCHF vOTU inh: 8; BoNT A protease: -0.6; FadD28 binding: -4.8

How did C/C(=C\c1ccco1)C1C(C#N)=C(N)OC2=C1C(=O)CC(C)(C)C2 (stereo not given) do in these assays?
BoNT F protease: -12; Anthrax LF prot: -5; PrPC surface inh: -2; Yp Topo-I inh: -12; PfHsp40 yeast: 1.8; CCHF vOTU inh: -21; BoNT A protease: 2.2; FadD28 binding: -1.2

How did O=C(Oc1ccc2c(c1)O/C(=C\c1ccncc1)C2=O)c1cccs1 do in these assays?
BoNT F protease: 9; TcdB GH inh: 0.3; Anthrax LF prot: -1; PrPC surface inh: -1; Yp Topo-I inh: 2; PfHsp40 yeast: 0.4; CCHF vOTU inh: 12; BoNT A protease: 0.3; FadD28 binding: -1.2

Results for CCSc1nnc(NC(=O)[C@@H](NC(=O)c2ccccc2F)C(C)C)s1 ?
BoNT F protease: 0; TcdB GH inh: 4.9; Anthrax LF prot: -2; PrPC surface inh: 3; Yp Topo-I inh: 6; PfHsp40 yeast: -0.6; CCHF vOTU inh: 2; BoNT A protease: 1.0; FadD28 binding: -1.3

How did CCOC(=O)c1ccc(NC(=S)N2CCCC2c2ccc(OC)c(OC)c2)cc1 (stereo not given) do in these assays?
BoNT F protease: -13; TcdB GH inh: 1.1; Anthrax LF prot: -7; PrPC surface inh: -1; Yp Topo-I inh: 14; PfHsp40 yeast: 2.8; CCHF vOTU inh: 10; BoNT A protease: -1.5; FadD28 binding: -3.4

Results for CCOC(=O)C1=CC[C@@H](c2ccco2)N(S(=O)(=O)c2ccc(C)cc2)[C@H]1C(=O)OCC ?
BoNT F protease: -9; TcdB GH inh: 0.1; Anthrax LF prot: -8; PrPC surface inh: 2; Yp Topo-I inh: -1; PfHsp40 yeast: -1.3; CCHF vOTU inh: -3; BoNT A protease: -0.7; FadD28 binding: -0.7

How did CCCCC(=O)N(C)c1c(C)nc2ccc(C(=O)N3CCN(C(=O)c4ccco4)CC3)cn12 do in these assays?
BoNT F protease: 2; TcdB GH inh: -2.4; Anthrax LF prot: 5; PrPC surface inh: 9; Yp Topo-I inh: 0; CCHF vOTU inh: -7; BoNT A protease: 0.0; FadD28 binding: -5.1

What do the screens show for `C=CCNC(=S)Nc1ccc(Cl)c(S(=O)(=O)N2CCOCC2)c1`?
BoNT F protease: -5; TcdB GH inh: 1.1; Anthrax LF prot: 1; PrPC surface inh: 6; Yp Topo-I inh: -5; PfHsp40 yeast: -1.6; CCHF vOTU inh: 6; BoNT A protease: -0.7; FadD28 binding: -1.3

How did Cc1cccc(-n2cnc(C(=O)NNC(=S)Nc3ccc(Cl)cc3)c2)n1 do in these assays?
BoNT F protease: -6; TcdB GH inh: 4.3; Anthrax LF prot: -2; PrPC surface inh: 7; Yp Topo-I inh: -5; PfHsp40 yeast: 0.7; CCHF vOTU inh: -3; BoNT A protease: -0.8; FadD28 binding: 0.8

Results for Cc1cc(C)c(C(=O)OCC(=O)Nc2cccc(S(=O)(=O)N3CCCCC3)c2)c(C)c1 ?
BoNT F protease: -2; TcdB GH inh: 2.5; Anthrax LF prot: -3; PrPC surface inh: 16; Yp Topo-I inh: 29; PfHsp40 yeast: 3.6; CCHF vOTU inh: 4; BoNT A protease: 1.9; FadD28 binding: -2.2

What do the screens show for `O=C1NCCN(Cc2c(F)cccc2Cl)C1CC(=O)N1CCCO1` (stereo not given)?
BoNT F protease: 0; TcdB GH inh: -2.0; Anthrax LF prot: -1; PrPC surface inh: 5; Yp Topo-I inh: 12; PfHsp40 yeast: -0.4; CCHF vOTU inh: -11; BoNT A protease: 0.2; FadD28 binding: 0.5

What do the screens show for `Cc1cc(S(=O)(=O)NCC(C)C)ccc1OCC(=O)N1CCOCC1`?
BoNT F protease: inconclusive; Anthrax LF prot: 6; PrPC surface inh: 5; Yp Topo-I inh: -9; PfHsp40 yeast: -0.6; CCHF vOTU inh: 3; BoNT A protease: 1.6; FadD28 binding: -3.8

Results for COc1ccccc1-n1c(-c2ccc(NS(C)(=O)=O)cc2)n[nH]c1=S ?
BoNT F protease: -7; Anthrax LF prot: -16; PrPC surface inh: -4; Yp Topo-I inh: 1; PfHsp40 yeast: -0.5; CCHF vOTU inh: -11; BoNT A protease: 0.0; FadD28 binding: 2.9

How did COc1ccc(OCCCC(=O)OC(C)C(=O)Nc2ccc(S(N)(=O)=O)cc2)cc1 (stereo not given) do in these assays?
BoNT F protease: 6; TcdB GH inh: 1.7; Anthrax LF prot: -3; PrPC surface inh: 2; Yp Topo-I inh: -6; PfHsp40 yeast: 0.7; CCHF vOTU inh: -5; BoNT A protease: 0.8; FadD28 binding: -3.9

Results for Cc1ccc(S(=O)(=O)Nc2cc(-c3ccccc3)nn2C)cc1 ?
TcdB GH inh: -1.6; PrPC surface inh: 2; Yp Topo-I inh: -9; CCHF vOTU inh: -8; FadD28 binding: -1.0

Results for CC(C)c1ccc(S(=O)(=O)N2CCN(C(C)C(=O)N3CCCC3)CC2)cc1 (stereo not given) ?
BoNT F protease: -8; TcdB GH inh: 3.1; Anthrax LF prot: -10; PrPC surface inh: 2; Yp Topo-I inh: 1; PfHsp40 yeast: 0.6; CCHF vOTU inh: -15; BoNT A protease: -0.5; FadD28 binding: -0.6
